dFosB act: enhances mouse delta FosB homodimer DNA binding | AID 493131 | activation, % at 25 µM | actives 0.99% (n = 340,000) | purified delta FosB, TAMRA-CDK5 oligo fluorescence polarization; percent of positive-control signal above neutral wells;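 active means mean activation above about 17%, with every replicate also reaching it, limit read from the data, passing the limit was not always enough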;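 further: fluorescence polarization rise as delta FosB binds a TAMRA Cdk5 AP-1 oligo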
CDK5 inh: blocks human CDK5/p35 kinase activity | inhibition, % at 10 µM | Q00535+Q15078 | Recombinant CDK5/p35, ADP-Glo luminescence, 60 min | actives 0.01% (n = 330,000) | AID 488839;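 active means highest replicate inhibition of at least 50% and at least 75% of replicates reaching 50%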;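 further: plate controls were DMSO neutral control for no effect and GW8510 at 10 µM for full effect; many of its hits are not listed in these tables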
NSD2 HMT inh: inhibitors of human histone methyltransferase NSD2; O96028; NSD2 peptide methylation, AlphaScreen, 120 min; inhibition, % at 12.5 µM; actives 0.54% (n = 310,000); in the data active means inhibition above about 50%
PvdQ inh: P. aeruginosa PvdQ acylase inhibition; inhibition, % at 10 µM; actives 0.063% (n = 340,000); AID 488965; purified PvdQ acylase, fluorescence plate reader; in the data active means inhibition above about 30%, passing the limit was not always enough;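 further: 0% = vehicle neutral wells and 100% = reference inhibitor wells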
HTR5A inv ag: inverse agonist of human HTR5A in OPRM1-OPRD1 counter-screen; P47898; HTR5A cell line, luminescence, inverse agonism; inhibition, % at 9.3 µM; actives 0.083% (n = 340,000); AID 504634; in the data active means inhibition mostly above about 23%, no sharp cut-off; inactive means mostly below about 18%;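 further: 0% = cells with DMSO and 100% = no-cell wells with DMSO; some compounds called inactive have numbers as strong as hits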
Target sequence (P47898 whole entry, looked up): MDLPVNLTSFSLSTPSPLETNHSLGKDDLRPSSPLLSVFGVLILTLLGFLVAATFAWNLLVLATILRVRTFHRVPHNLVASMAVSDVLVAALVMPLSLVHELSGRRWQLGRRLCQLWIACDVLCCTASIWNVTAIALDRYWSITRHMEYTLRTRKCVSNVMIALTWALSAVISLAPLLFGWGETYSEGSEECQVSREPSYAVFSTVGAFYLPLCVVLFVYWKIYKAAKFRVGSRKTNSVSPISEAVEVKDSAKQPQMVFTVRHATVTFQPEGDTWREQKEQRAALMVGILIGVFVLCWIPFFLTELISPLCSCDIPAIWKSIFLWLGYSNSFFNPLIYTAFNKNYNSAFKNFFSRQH
V-ATPase pHluor: yeast V-ATPase proton transport regulation by pHLuorin; S. cerevisiae, pHLuorin cytosolic pH fluorescence; response, % at 10 µM; AID 504577; actives 0.37% (n = 350,000); in the data active means response mostly above about 7.3%, no sharp cut-off; inactive means mostly below about 5.4%; further: actives read high; inactives centre near 0; some compounds called inactive have numbers as strong as hits; reference of the scale not given here
MITF TRPM1 HTS: MITF TRPM1 promoter activation in melanoma cells. SK-MEL-5 TRPM1-promoter luciferase, 24 h; % of positive control, neutral wells = 0. activation, % at 12.5 µM. actives 0.75% (n = 300,000);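 active means mean activation of at least 80% with every replicate also reaching 80%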;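 further: 0% = neutral control wells and 100% = parthenolide positive control wells; values of inactives mirror those of a sister screen read the other way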
Wnt act: activates Wnt/beta-catenin signaling in a reporter cell assay; activator, plate reader; activation, % at 9.35 µM; actives 1.2% (n = 300,000); in the data active means activation above about 30%, passing the limit was not always enough;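 further: 0% = neutral control wells and 100% = positive control wells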
HTR5A ag: activates human HTR5A in OPRM1-OPRD1 agonist counter-screen. P47898. HTR5A agonist assay, luminescence, cell-based. activation, % at 9.3 µM. actives 0.61% (n = 340,000). AID 504692; in the data active means activation mostly above about 9.5%, no sharp cut-off; inactive means mostly below about 7.6%;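 further: 0% = cells with vehicle only and 100% = reference agonist; strong numbers were not always called active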
SR-BI DiI inh: blocks mouse SR-BI lipid uptake from DiI-HDL. ldlA[mSR-BI] CHO cells, DiI-HDL uptake fluorescence, 3 h. actives 0.96% (n = 320,000). AID 488896. Q61009. inhibition, % at 12.5 µM;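 active means mean replicate inhibition of at least 70% and a set share of replicates each scoring 70 or more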;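 further: 0% = median of neutral control wells and 100% = median of positive control wells; values of inactives mirror those of a sister screen read the other way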
Target sequence (Q61009 whole entry, looked up): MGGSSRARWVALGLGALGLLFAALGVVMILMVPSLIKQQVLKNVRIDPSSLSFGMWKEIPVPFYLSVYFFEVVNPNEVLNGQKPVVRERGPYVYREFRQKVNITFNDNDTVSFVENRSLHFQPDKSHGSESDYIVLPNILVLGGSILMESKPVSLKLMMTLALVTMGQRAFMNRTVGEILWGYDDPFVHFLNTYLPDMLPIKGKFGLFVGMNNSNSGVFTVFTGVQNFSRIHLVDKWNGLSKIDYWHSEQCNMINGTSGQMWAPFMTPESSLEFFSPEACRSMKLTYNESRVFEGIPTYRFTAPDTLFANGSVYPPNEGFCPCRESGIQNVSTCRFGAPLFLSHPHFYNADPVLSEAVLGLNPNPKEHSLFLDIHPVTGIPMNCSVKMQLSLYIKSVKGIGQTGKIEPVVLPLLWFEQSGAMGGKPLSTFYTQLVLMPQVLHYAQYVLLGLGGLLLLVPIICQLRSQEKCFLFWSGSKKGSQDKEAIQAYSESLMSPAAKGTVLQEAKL
* hit, by the source's call; / = no result given.

SMILES	dFosB act	CDK5 inh	NSD2 HMT inh	PvdQ inh	HTR5A inv ag	V-ATPase pHluor	MITF TRPM1 HTS	Wnt act	HTR5A ag	SR-BI DiI inh
COc1ccc(CNC(=O)c2cnc3n(c2=O)CCS3)cc1	1	-0.1	/	1	7	0	-1	-2	-3	/
O=S(=O)(Nc1cccc(-c2cn3c(n2)SCC3)c1)c1cccs1	-10	0.3	/	-15	6	6	0	-3	-2	-8
CCN(Cc1ccncc1)C(=O)C(CO)c1ccccc1 (centres undefined)	5	0.0	/	8	15	1	1	1	-4	-11
CN1CCN(C(=O)C2(NC(=O)Nc3cccc(F)c3)CCCCC2)CC1	-6	-2.9	16	0	-32	3	6	3	2	7
O=C(CSCc1ccc(Cl)cc1)NCc1ccc2c(c1)OCO2	2	0.6	-2	-4	-17	0	6	-3	-1	-13
O=C(CCCN1CCN(c2ccccn2)CC1)c1ccc(F)cc1	-2	0.3	/	-3	3	-6	-7	-2	-1	3
Clc1ccc(-n2nnnc2SCc2c(-c3ccccc3)nc3sccn23)cc1	3	-0.3	/	4	1	2	/	2	-3	-2
COc1cc(CC(=O)OC2CCOC2=O)cc(OC)c1OC (centres undefined)	1	-4.0	12	-20	-19	2	/	0	4	-28
CCOC(=O)c1c(-c2ccccc2)csc1NC(=O)CSc1nnnn1C	-3	-1.0	6	-5	-7	-3	-2	/	7	8
CC(=O)NCCn1c(SCC(=O)c2ccccc2)nc2ccccc2c1=O	-19	-6.2	0	-14	2	0	-1	0	-1	3
COc1ccc(CN(C)C(=O)c2cc(-c3ccc(C)cc3C)nc3ccccc23)c(OC)c1OC	-15	0.4	1	0	-5	-4	-11	-9	8	/
COc1cccc(C(=O)N2CCN(Cc3nc(CC4CC4)no3)CC2)c1	-4	-2.8	/	7	6	-3	0	27	4	-10
CCn1c(=O)n(CC)c2cc(N3CCCC3)c(NC(=O)c3ccc(OC)c(Br)c3)cc21	-6	0.0	9	4	-10	1	2	-1	4	57
CCCC(N)CCCCCC(=O)O (centres undefined)	-3	1.3	-1	-17	-15	7	/	0	-2	-55
O=C(O)CCCn1nc(-c2ccccc2)c2ccccc21	4	0.4	/	-5	-13	2	/	2	4	-9
CN1CCN(NC(=O)c2ccc(COc3ccccc3Br)o2)CC1	2	0.2	-3	1	6	0	8	-1	2	-15
CC(OC(=O)c1cc(-c2cccnc2)nc2ccccc12)C(=O)Nc1ccc2ccccc2c1 (centres undefined)	44*	2.1	0	15	-36	-1	-14	2	2	16
CC(C)c1nnc(SCC(=O)NC2CCCC2)n1C	0	1.1	3	-16	-8	0	-1	-2	1	-13
c1ccc2c(c1)[nH]c1c(N3CCC4(CC3)OCCO4)ncnc12	8	-0.4	3	0	-18	-3	-34	/	6	14
Cc1ncn(C23CC4CC(CC(O)(C4)C2)C3)n1	-2	0.1	-2	6	4	-1	3	-4	-5	3
O=C(CSc1ccsc1[N+](=O)[O-])N1CCN(c2ccccn2)CC1	-10	0.3	4	9	8	4	0	-1	-3	-3
O=C(CCNC(=O)Cn1ccc2ccccc2c1=O)NCCN1CCN(c2ccccc2F)CC1	1	1.1	/	-15	-17	-1	-1	/	-2	16
COc1ccccc1-n1c(C)cc(SC)c(C(C)=O)c1=S	2	0.0	1	1	1	0	-2	-1	-4	-16
COC(=O)[C@]1(C)N[C@H](CN(C)C(=O)c2ccccc2)[C@@H]2C(=O)N(C)C(=O)[C@@H]21	-4	14	/	2	14	-4	-1	-2	-4	-23
O=C(NC1CCCC1)c1ccc(CN2CCOCC2)cc1	5	1.8	-2	13	-10	0	-2	/	5	2
Continued:
SMILES	dFosB act	CDK5 inh	NSD2 HMT inh	PvdQ inh	HTR5A inv ag	V-ATPase pHluor	MITF TRPM1 HTS	Wnt act	HTR5A ag	SR-BI DiI inh
COc1cc(Cl)ccc1OCc1cc(C(=O)N2CCCCC2c2cccnc2)no1 (centres undefined)	2	/	3	2	-9	6	-3	1	2	20
CCN(CC)CCOc1ccccc1OC	0	-1.7	0	-17	9	-1	1	-1	-3	2
O=C1c2cccc3cccc(c23)C(=O)N1c1cccc(O)c1	27*	2.4	-1	-17	-25	-3	6	2	6	3
CC(C)(C)NC(=O)COC(=O)c1ccccc1NC(=O)c1ccco1	-13	0.2	-2	5	22	1	-15	-1	-1	8
COc1ccccc1CNC(=O)N1CCN(S(=O)(=O)c2ccc(C)cc2)CC1	-9	6.4	-3	-2	-14	2	21	-1	6	-7
COc1ccc(CN2CCC(CO)(Cc3ccccc3)CC2)cc1Cn1cccn1	-5	-1.5	0	1	-8	1	7	-1	-1	-9
C=CCN1C(=NC(=O)CCC)SC2CS(=O)(=O)CC21 (centres undefined)	-7	0.6	6	-11	-1	2	/	/	0	-14
CC1CN(C(=O)N[C@@H](Cc2ccccc2)C(=O)O)CC(C)O1 (some centres undefined)	-11	1.5	-5	-15	3	-2	-4	12	-1	-4
O=C1OC(CC(=O)N(Cc2nnc(-c3ccccc3Cl)o2)C2CC2)c2ccccc21 (centres undefined)	-9	0.4	-1	-14	18	-4	-6	-1	-5	20
COc1ccc(N(Cc2ccccc2)S(=O)(=O)c2cc(C(=O)O)ccc2Cl)cc1	0	-4.0	1	-8	-3	-3	-12	2	-7	0
O=C(c1ccco1)N(Cc1cc2ccccc2[nH]c1=O)CC1CCCO1 (centres undefined)	-8	1.3	1	-14	-1	0	-14	/	0	-10
COc1cc(C)nc(Nc2nc(C)c(C(C)=O)s2)n1	-20	1.0	-4	-15	-43	7	0	/	7	14
COc1ccc(S(=O)(=O)N2CCN(c3ncccn3)CC2)cc1OC	3	0.0	-3	-15	-10	3	2	-1	-7	6
O=C(Cc1ccc(Cl)cc1)Nc1ccc(NC(=O)c2cccs2)cc1	7	-1.1	0	-13	9	-1	15	-4	-4	40
O=C(NNC1CC(=O)N(c2ccc(Br)cc2)C1=O)c1cccnc1 (centres undefined)	5	-0.5	-4	-3	0	3	16	-1	0	-10
CCCNCC1C(Oc2ccc(Cl)cc2)C(=O)N1c1ccccc1C (centres undefined)	-3	0.3	8	-8	5	-4	9	-2	1	-14
Fc1cccc(Cl)c1CNn1cn[nH]c1=S	4	-1.0	-1	-7	7	11*	0	3	-5	-16
CCN(C(=O)CSc1nncs1)c1c(N)n(Cc2ccccc2)c(=O)[nH]c1=O	-2	-0.7	5	-9	-8	-2	-11	1	3	5
Cc1[nH]c2ccc(C(=O)N3CCN(c4cccc(Cl)c4)CC3)cc2c1C	-17	/	4	-11	-23	3	4	5	0	5
COCCCNC(=O)CCCC(=O)NCCCOC	-1	0.8	-9	7	13	-5	/	-3	-5	-3
COc1ccc(/C=C(/NC(=O)c2cccs2)C(=O)NCc2ccco2)cc1OC	-1	-0.4	2	-4	44*	2	-5	-2	14	-6
CCc1ccc(CNC(=O)c2ccc(OC)c(OC3CCN(C(C)C)CC3)c2)nc1	-5	-0.7	4	-16	3	-2	-8	-2	-3	62
COC(=O)c1cn(S(=O)(=O)c2ccccc2)c2ccccc12	-9	-0.3	0	-12	-19	0	7	2	5	9
O=C(O)CN1C(=O)/C(=C\c2cccc(OC(=O)c3ccco3)c2)SC1=S	-2	-1.5	-1	-17	-22	1	8	-2	8	-6
O=C(CCNC(=O)c1ccccc1)Nc1ccc(F)c(Cl)c1	-6	-4.4	2	-10	-4	-2	-5	-3	2	8

Some of the entries so far, with each value named:
SMILES: O=C(c1ccco1)N(Cc1cc2ccccc2[nH]c1=O)CC1CCCO1 (centres undefined)
- dFosB act = -8
- CDK5 inh = 1.3
- NSD2 HMT inh = 1
- PvdQ inh = -14
- HTR5A inv ag = -1
- V-ATPase pHluor = 0
- MITF TRPM1 HTS = -14
- Wnt act = /
- HTR5A ag = 0
- SR-BI DiI inh = -10

SMILES: COCCCNC(=O)CCCC(=O)NCCCOC
- dFosB act = -1
- CDK5 inh = 0.8
- NSD2 HMT inh = -9
- PvdQ inh = 7
- HTR5A inv ag = 13
- V-ATPase pHluor = -5
- MITF TRPM1 HTS = /
- Wnt act = -3
- HTR5A ag = -5
- SR-BI DiI inh = -3

Next part
SMILES	dFosB act	CDK5 inh	NSD2 HMT inh	PvdQ inh	HTR5A inv ag	V-ATPase pHluor	MITF TRPM1 HTS	Wnt act	HTR5A ag	SR-BI DiI inh
CCOc1ccc(-n2c(=O)c3c(C)c(C(=O)N(C)C)sc3n(CC(=O)Nc3ccccc3F)c2=O)cc1	-3	-7.8	-4	-25	-1	-5	16	2	0	-9
O=C(NNC(=O)c1ccccc1Cl)c1ccco1	3	-1.9	-1	0	-4	3	/	5	6	-13
Cc1cccc(OCC(=O)NCCCNC(=O)c2cnccn2)c1	-1	1.1	-7	7	-2	-4	-2	1	1	/
O=C(CSCc1ccccc1Br)N/N=C/c1ccc2c(c1)OCO2	-9	-0.1	-2	-8	-18	1	3	4	3	13
O=C(NCC1CCCN(C(=O)c2cccnc2)C1)c1ccc(-c2ccccc2)cc1 (centres undefined)	-8	0.0	/	-2	1	-4	10	-1	-5	9
O=C(c1ccc(S(=O)(=O)NCc2ccco2)cc1)N1CCCC(C(F)(F)F)C1 (centres undefined)	-7	0.8	-1	-4	12	-1	-3	1	-4	29
O=C(COC(=O)COc1ccccc1F)Nc1ccc(Cl)cn1	-1	5.9	-2	-8	-43	-4	8	3	4	/
CCCS(=O)(=O)N1CCC(C(=O)NCC2CCCO2)CC1 (centres undefined)	7	1.9	-1	-12	-12	2	9	/	1	-5
CC(SCc1ccccc1)C(=O)N/N=C/c1ccc(OCC(=O)NCc2ccco2)cc1 (centres undefined)	1	0.7	-1	-3	-3	0	-12	/	1	39
CC[C@]12c3[nH]c4cc(-c5ccco5)ccc4c3CCN1C(=O)[C@@H](CC(=O)NCCC1=CCCCC1)C[C@@H]2C(=O)N1CCN(C(=O)C2CC2)CC1	-11	-0.4	/	-2	7	-2	-9	-2	-2	47

An excerpt from above in order of the dFosB act value, largest number first:
structure	dFosB act
CC(OC(=O)c1cc(-c2cccnc2)nc2ccccc12)C(=O)Nc1ccc2ccccc2c1 (centres undefined)	44*
O=C(NNC1CC(=O)N(c2ccc(Br)cc2)C1=O)c1cccnc1 (centres undefined)	5
O=C(O)CCCn1nc(-c2ccccc2)c2ccccc21	4
Clc1ccc(-n2nnnc2SCc2c(-c3ccccc3)nc3sccn23)cc1	3
CC(C)c1nnc(SCC(=O)NC2CCCC2)n1C	0
Cc1cccc(OCC(=O)NCCCNC(=O)c2cnccn2)c1	-1
CCCC(N)CCCCCC(=O)O (centres undefined)	-3
